High-throughput results (PubChem BioAssay)
T cell modulator: T cell immune modulators affecting CD8 T cell-vesicle binding; AID 2052; calls only at 7 µM; hit rate 0.068% among 330,000; 2C CD8+ T cell-vesicle binding, flow cytometry; hits give low values;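 active = response, share of CD8 T cells binding vesicles, and their 90th percentile fluorescence all below set limits, cut at about 80% in these data, passing the limit was not always enough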
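Material: 2C TCR transgenic mouse naive CD8+ T cells, MACS-purified. Also added: QL9-charged Drosophila Ld/ICAM-1/B7-1 vesicles. Timing: binding 1.5 h at 37 °C. Measured by: high-throughput flow cytometry with anti-B7-1 and anti-CD8 staining. Read-out: percent CD8+ FL2 mean versus row control. Controls: Unloaded micro-vesicles (low), QL9 vesicles with 0.7% DMSO (high).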
Lipid droplet: hepatic lipid droplet formation modulation; AML12 mouse hepatocytes, oleate lipid droplets, BODIPY imaging; inhibition, % at 6.5 µM; hit rate 0.4% among 240,000; AID 1656;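 active = lipid droplet intensity inhibited by at least 50%, with more than 500 cells counted; inconclusive = wells with under 300 cells, treated as cytotoxic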
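System: AML12 hepatocytes (mouse). Probe or stimulus: oleic acid at 100 µM to induce lipid droplet formation. Times: overnight treatment with compound plus oleate. Detection: Image-based BODIPY and DAPI two-channel analysis. Evaluation: percent inhibition of filter-corrected integrated lipid droplet intensity per well.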
GPR55 beta-arrestin: GPR55 agonists via beta-arrestin recruitment, primary screen, imaging, U2OS cells, beta-arrestin-GFP redistribution (AID 1961). U2OS GPR55 beta-arrestin-GFP redistribution imaging; higher % means a stronger effect. activation, % at 10 µM; hits with a dose series show EC50 in µM. hit rate 0.048% among 290,000;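 active = activation above 40% with more than 50 cells counted in the well; inconclusive = wells holding fewer than 50 cells, flagged as toxic or sparse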;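 note: U2OS osteosarcoma cells stably expressing GPR55 and beta-arrestin-GFP; plate controls were DMSO negative control for no effect and LPI positive control for full effect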
LYP phosphatase: PTPN22 lymphoid phosphatase activity blockers – biochemical, fluorescence intensity, uHTS (AID 1779); inhibition, % at 11.5 µM, or IC50 in µM where a hit was titrated; recombinant LYP phosphatase, fluorescence intensity; higher % means a stronger effect; hit rate 0.054% among 290,000; in the data active = inhibition above about 50%;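 note: plate controls were vehicle with enzyme for no effect and no enzyme for full effect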
GPR35 arrestin U2OS: inhibition of zaprinast-stimulated GPR35 beta-arrestin translocation – imaging, U2OS, beta-arrestin-GFP, zaprinast agonist, primary screen (AID 2058) | U2OS GPR35 beta-arrestin-GFP translocation imaging, zaprinast antagonism; higher % means a stronger effect | inhibition, % at 10 µM; hits with a dose series show IC50 in µM | hit rate 0.052% among 290,000;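 active = inhibition of at least 50% with at least 30 cells and total cytoplasm GFP at most 10,000,000; inconclusive = under 30 cells or total GFP of 10,000,000 plus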
GPR55 LPI antagonism: inhibition of LPI-stimulated GPR55 beta-arrestin translocation – imaging, U2OS, beta-arrestin-GFP, LPI agonist, primary screen (AID 2013); U2OS GPR55 beta-arrestin-GFP translocation imaging, LPI antagonism; higher % means a stronger effect; inhibition, % at 10 µM; hits with a dose series show IC50 in µM; hit rate 0.13% among 290,000;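 active = spots per cell inhibited over 60%, with over 100 cells counted and total cytoplasm intensity under 500,000; inconclusive = wells with under 100 cells, flagged as likely toxic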;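 note: U2OS cells stably carrying GPR55 and arrestin-GFP stimulated by 5 µM LPI near EC80; imaged beta-arrestin-GFP aggregate spots per cell after agonist stimulation; plate controls were LPI-stimulated DMSO wells for no effect and DMSO wells without LPI for full effect; some results filed as inactive read as strong as hits; confirmed hits need IC50 under 10 µM and bright autofluorescent wells are also inconclusive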
MgcRacGAP inhibition: MgcRacGAP GTPase-activating activity inhibitors, confirmation, biochemical, ADP Hunter fluorescence; hit rate 0.6% among 340,000; MgcRacGAP-stimulated Rac1 GTP hydrolysis, ADP Hunter fluorescence; higher % means a stronger effect; GST-tagged Rac1 F28L mutant substrate; one-dose inhibition, % at 30 µM; IC50 in µM for titrated hits; AID 624330;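 active = first-screen hits whose inhibition reached a set limit at any dose in the follow-up dose series; inconclusive = inhibition above the set first-screen limit but never retested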;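 note: fluorescence reports GDP produced by GAP-driven GTP hydrolysis; strong numbers were not always called active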
Large T inhibition: TAg ATPase/helicase activity blockers – biochemical (AID 1903); SV40 large T antigen ATPase/helicase inhibition assay; higher % means a stronger effect; one-dose inhibition, % at 20 µM; IC50 in µM for titrated hits; hit rate 0.39% among 310,000; in the data active = a potency from the dose series; inconclusive = inhibition mostly from about 32% at the one dose, without a potency; inactive = the rest, 99 in 100 with inhibition below about 32%; note: strong numbers were not always called active
NTR1 ag: NTR1-driven beta-arrestin-GFP spot formation – imaging, U2OS cells, high content, primary screen (AID 493036). P30989. agonist mode. activation, % at 20 µM. hit rate 0.17% among 330,000;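 active = activation at or above 40% of the spot to cytoplasm intensity ratio, with at least 20 cells analyzed; inconclusive = wells under 20 cells, flagged as cytotoxic or low count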;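 note: 0% = DMSO without peptide and 100% = 100 nM NTR1 peptide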
Target sequence (P30989 whole entry, looked up): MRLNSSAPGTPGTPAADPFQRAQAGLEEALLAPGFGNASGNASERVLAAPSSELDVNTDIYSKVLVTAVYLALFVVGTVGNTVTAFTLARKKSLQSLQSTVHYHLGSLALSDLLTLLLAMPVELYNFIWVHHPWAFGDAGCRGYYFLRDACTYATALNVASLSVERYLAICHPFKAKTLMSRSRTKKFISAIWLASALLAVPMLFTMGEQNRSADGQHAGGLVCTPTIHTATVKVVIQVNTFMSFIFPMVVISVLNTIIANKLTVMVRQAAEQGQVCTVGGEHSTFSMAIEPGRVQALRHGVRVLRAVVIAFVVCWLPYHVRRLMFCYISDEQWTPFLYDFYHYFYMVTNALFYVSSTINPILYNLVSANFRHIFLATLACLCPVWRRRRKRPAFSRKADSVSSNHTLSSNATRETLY
Lipid droplet cells 6.5 µM: recorded beside Lipid droplet, whose call it bears; cell count; measured here: cell count, cytotoxicity flag;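 cells counted across two imaged fields per well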
T cell modulator vesicle-bound %: further read-out of T cell modulator, marked with its call; double positive events, %; measured here: CD8+ vesicle-bound cell fraction;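 binding gate set so that unloaded-vesicle control wells show 10% double positive cells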
NTR1 ag cell count 20 µM: recorded beside NTR1 ag, whose call it bears; cell count; measured here: cell count, cytotoxicity flag
Starred values were filed as active, the others as inactive; i = inactive; ? = inconclusive; / = not tested or not shown. Outcome played no part in choosing rows. About 1.8% of those tested had a hit in this group.

SMILES	T cell modulator	T cell modulator vesicle-bound %	Lipid droplet	Lipid droplet cells 6.5 µM	GPR55 beta-arrestin	LYP phosphatase	GPR35 arrestin U2OS	GPR55 LPI antagonism	MgcRacGAP inhibition	Large T inhibition	NTR1 ag	NTR1 ag cell count 20 µM
COc1cc(C(=O)NCCN=C2NS(=O)(=O)c3ccccc32)cc(OC)c1OC	i	14	-6	834	-0.2%	-5%	-4%	11%	4%	-7%	0.3	48
CCC(CC)NC(=O)Cc1ccc(S(=O)(=O)N2CCOCC2)s1	i	21	-14	731	0.0%	-4%	-17%	16%	-13%	3%	0.5	77
Cc1ccc(CN2CCC(c3cc(-c4ccc(Cl)cc4)n[nH]3)CC2)cc1	i	53	-2	850	4.3%	-6%	-6%	-1%	3%	4%	61*	84*
O=C(c1cc2cc(Br)ccc2o1)N1CCCCC1	i	49	16	719	-0.1%	-9%	-12%	1%	7%	-7%	-0.1	95
O=C(CSc1cnc2ccccc2n1)NC1CCCC1	i	32	-2	742	-0.1%	5%	0%	-11%	9%	10%	-1.3	94
C[N+]1(CCCCSc2ccc(O)cc2)CCCCC1	i	41	25	691	-0.6%	-6%	0%	-8%	?	12µM*	-0.9	54
Cc1oc2cc(O)ccc2c(=O)c1-c1ccccc1	i	56	-2	671	0.7%	-7%	3%	10%	4%	16%	-1.2	89
Cc1cc(C)cc(NC(=O)CSc2nnc(-c3ccccc3)n2N)c1	i	57	/	/	-0.4%	-8%	18%	-1%	-1%	7%	-1.8	79
COC(=O)c1cn(NC(=O)Cc2cccc(OC)c2)c(=O)c2ccccc12	i	56	-9	618	-0.4%	-2%	-7%	15%	4%	2%	-0.1	65
Cc1ccsc1/C=N/n1c(-c2cccnc2)n[nH]c1=S	i	21	/	/	-2.1%	-2%	-1%	21%	?	30µM*	-1.0	76
Cc1cc(OCC(=O)Nn2cnnc2)c(C)cc1Br	i	48	6	554	0.1%	-6%	1%	18%	9%	8%	0.3	45
CCn1c(O)c(N=NC(=O)c2cccnc2)c2cc(Br)ccc21	i	46	12	684	-0.2%	0%	3%	-13%	5%	7%	0.3	52
Cc1ccc(OCCNC(=O)c2ccc3c(c2)OCO3)cc1	i	68	-2	841	-0.1%	-7%	8%	10%	9%	9%	0.5	71
COc1ccc(OC)c(CNS(=O)(=O)c2cn(C)cn2)c1	i	25	12	689	0.4%	-3%	-16%	-10%	9%	-6%	0.1	67
NC(=O)C1(c2ccccc2)CCOCC1	i	34	0	693	-0.1%	-6%	-1%	-7%	11%	5%	-1.1	58
C=CCN(C(=O)CN1CCOCC1)c1nc(C)c(-c2ccccc2)s1	i	58	3	730	-0.2%	-2%	6%	-14%	5%	17%	-0.5	42
O=C(CSc1ccc2nnc(-c3ccc(F)cc3)n2n1)NCC1CCCO1 (stereo not given)	i	60	/	/	-0.1%	-1%	8%	14%	3%	8%	-0.8	54
Cc1nc2ccc(NC(=O)Cc3c(F)cccc3Cl)cc2s1	i	34	0	669	0.0%	-4%	11%	6%	8%	12%	-0.5	71
CCOc1ccc(S(=O)(=O)Nc2ccc(S(=O)(=O)N3CCCC3)cc2)cc1	i	34	-9	758	-0.1%	-5%	-6%	6%	1%	7%	0.0	48
Cc1nc(C(=O)NC2CCCCC2)sc1C1(C)CC(c2cccc([N+](=O)[O-])c2)=NO1 (stereo not given)	i	7	-12	717	-0.1%	2%	9%	7%	4%	-1%	-2.9	94
Cc1cc(C(=O)N(C2CCCCC2)C2CCCCC2)no1	i	12	/	/	0.0%	-5%	-9%	3%	-3%	17%	-0.2	57
CC(C)CC1NC(=O)N(CC(=O)Nc2ccc3c(c2)CCC3)C1=O (stereo not given)	i	25	4	685	0.5%	-2%	-11%	11%	9%	17%	0.1	42
CCCS(=O)(=O)c1nc(S(=O)(=O)c2ccc(C)cc2)c(NCCCN2CCCC2=O)s1	i	48	-13	716	-0.3%	-11%	-5%	0%	12%	9%	-0.4	56
CCN(CC)C(=O)Cn1cc(S(=O)(=O)CC(=O)NCc2ccccc2)c2ccccc21	i	16	-12	628	0.0%	-10%	12%	-8%	-6%	4%	-1.8	61
Cc1ccc([N+](=O)[O-])cc1N=Nc1c(C)[nH]n(C(N)=S)c1=O	i	13	/	/	-0.1%	2%	-3%	5%	7%	16%	-0.7	84
Cc1cccc(C)c1NC(=O)CSc1nnc(-c2ccco2)n1N	i	21	/	/	0.3%	-2%	4%	0%	2%	2%	-3.2	96
Cc1ccc(N2CC(NS(=O)(=O)c3cccs3)CC2=O)cc1C (stereo not given)	i	49	/	/	/	/	/	/	4%	9%	0.9	70
CN(C)CCN(Cc1ccccc1)S(=O)(=O)c1ccc2c(c1)n(C)c(=O)c(=O)n2C	i	61	-8	640	0.9%	-3%	-1%	-11%	5%	16%	1.2	70
COCCn1c(SCC(=O)Nc2ccc3c(c2)OCCO3)nnc1C(C)C	i	42	-3	856	-0.2%	-8%	0%	-7%	4%	8%	-0.3	52
COc1cc2c(-c3ccccc3O)nc3c(c(C)nn3-c3ccccc3)c2cc1OC	i	12	11	632	0.3%	-8%	0%	16%	9%	24%	3.9	60

Whole records, quoted from the list. Order of values: T cell modulator | T cell modulator vesicle-bound % | Lipid droplet | Lipid droplet cells 6.5 µM | GPR55 beta-arrestin | LYP phosphatase | GPR35 arrestin U2OS | GPR55 LPI antagonism | MgcRacGAP inhibition | Large T inhibition | NTR1 ag | NTR1 ag cell count 20 µM
CCCS(=O)(=O)c1nc(S(=O)(=O)c2ccc(C)cc2)c(NCCCN2CCCC2=O)s1 as listed: i | 48 | -13 | 716 | -0.3% | -11% | -5% | 0% | 12% | 9% | -0.4 | 56
Cc1ccc(N2CC(NS(=O)(=O)c3cccs3)CC2=O)cc1C (stereo not given) as listed: i | 49 | / | / | / | / | / | / | 4% | 9% | 0.9 | 70
Cc1cc(C(=O)N(C2CCCCC2)C2CCCCC2)no1 as listed: i | 12 | / | / | 0.0% | -5% | -9% | 3% | -3% | 17% | -0.2 | 57
Cc1ccc([N+](=O)[O-])cc1N=Nc1c(C)[nH]n(C(N)=S)c1=O as listed: i | 13 | / | / | -0.1% | 2% | -3% | 5% | 7% | 16% | -0.7 | 84
COCCn1c(SCC(=O)Nc2ccc3c(c2)OCCO3)nnc1C(C)C as listed: i | 42 | -3 | 856 | -0.2% | -8% | 0% | -7% | 4% | 8% | -0.3 | 52

Next compounds
SMILES	T cell modulator	T cell modulator vesicle-bound %	Lipid droplet	Lipid droplet cells 6.5 µM	GPR55 beta-arrestin	LYP phosphatase	GPR35 arrestin U2OS	GPR55 LPI antagonism	MgcRacGAP inhibition	Large T inhibition	NTR1 ag	NTR1 ag cell count 20 µM
CC(C)N(C)C1CCN(S(=O)(=O)c2ccc(-c3ccc(=O)[nH]n3)s2)CC1	i	7	12	776	-0.2%	-9%	7%	3%	11%	5%	-0.6	70
COc1ccc(-n2c(SCC(N)=O)nnc2-c2ccc(NS(=O)(=O)c3ccc(C)cc3)cc2)cc1	i	49	18	797	-0.1%	-4%	15%	-2%	0%	7%	4.1	45
CN(C)CCC#CC1(O)c2ccccc2-c2ccccc21	i	43	10	847	-0.1%	-7%	6%	-9%	17%	5%	0.1	51
CC(C)OC(=O)c1cccc(C(=O)O)n1	i	41	8	825	-0.2%	-8%	-9%	2%	5%	13%	2.3	66
Cc1coc2c1c(C)cc1oc(=O)c(CC(=O)N[C@@H](C)C(=O)O)c(C)c12	i	28	4	853	-0.1%	-4%	4%	-8%	/	12%	1.6	99
O=C(Nc1ccccc1)C1=C[C@@H](C2CCCCC2)C[C@@H](OCc2ccc(CO)cc2)O1	/	/	53*	738*	0.9%	-1%	-4%	1%	2%	19%	22	82
O=C(Nc1ccc(Cl)cc1)Nc1ccccc1CC[N+](=O)[O-]	i	17	-4	684	-0.1%	0%	3%	12%	9%	14%	-0.2	38
CCOC(=O)C1CCN(S(=O)(=O)c2ccc3c4c(cccc24)C(=O)N3)CC1	i	37	/	/	-0.1%	-9%	10%	3%	0%	-1%	-2.0	47
CN1C(=O)C(CCC(=O)O)NC1=S (stereo not given)	i	15	16	726	-0.2%	-7%	-6%	1%	-3%	1%	1.0	70
O=C(Nc1nnc(-c2ccccc2Cl)o1)c1ccc(S(=O)(=O)N2CCCCCC2)cc1	i	43	/	/	0.3%	-1%	-6%	0%	/	2%	-0.3	48
O=C(N1CCC(n2nc(-c3ccccc3)oc2=O)CC1)C1(c2ccc(Cl)cc2)CC1	i	12	6	727	-0.2%	5%	-21%	0.68µM*	-16%	11%	3.0	52
COc1cc(/C=N\NC(=O)c2ccc(-c3ccccc3)cc2)ccc1OCC(N)=O	i	56	-4	818	0.6%	3%	-5%	-8%	1%	7%	14	68
Cc1c(CCC(=O)O)c(=O)oc2cc(OCc3cccc(Cl)c3)ccc12	i	28	18	738	0.5%	-7%	-4%	-5%	0%	12%	-1.0	84
Cc1c(-n2c(SCC(=O)NC(C)C)nc3ccccc3c2=O)c(=O)n(-c2ccccc2)n1C	i	41	-7	692	-0.4%	1%	0%	3%	1%	5%	0.1	61
Cc1ccc(C(=O)NC(=S)Nc2ccc(CN3CCOCC3)cc2)cc1	i	25	-1	699	0.3%	-2%	6%	12%	13%	29%	1.5	45
Cc1cc(-c2n[nH]c(=S)n2-c2ccc(C)c(C)c2)no1	i	6	12	748	0.2%	0%	2%	23%	-2%	11%	-0.3	67
COc1ccc(NC(=O)N2CCN(C(=O)c3ccco3)CC2)c(OC)c1	i	25	-25	783	-0.1%	-8%	-19%	24%	9%	11%	0.0	66
COCCn1c(SCC(=O)Nc2ccc(NC(C)=O)cc2)nc2ccccc2c1=O	i	36	1	849	-0.1%	-5%	3%	-3%	6%	2%	0.6	74
